# Cneo AK release: Cryptococcus neoformans cell lysis inducers, primary screen, AK release luminescence, single concentration | 0.2% of 360,000 active | C. neoformans lysis, adenylate kinase release luminescence, 4 h; normalised: neutral wells 0, clomiphene wells 100 | lysis activity, % at 15 µM;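 active means mean lysis activity across replicates of at least 80%, whatever share of replicates individually reach that level; inactive means mean lysis activity below 80%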
#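 Schedule: static 4 h at 37 °C with compound, 1 h detection; system: C. neoformans cells; benchmarks: Clomiphene as positive control; buffer or medium: fresh YPD medium; measure: luminescence rise reflecting yeast cell lysis; measured by: luminescent adenylate kinase detection reagent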
# PglD inh: C. jejuni PglD acetyltransferase inhibitors, primary screen, biochemical, DTNB colorimetric, single point. purified PglD enzyme, DTNB colorimetric CoA detection. inhibition, % at 12.5 µM. 0.098% of 360,000 active. UDP-N-acetylbacillosamine N-acetyltransferase PglD (Campylobacter jejuni); in the data active means inhibition above about 16%, passing the limit was not always enough; further: strong numbers were not always called active
# PGC1a acetyl inh: inhibitors of PGC1a acetylation signal, primary screen, cell-based, U2OS, AlphaScreen, inhibitor mode. AlphaScreen anti-acetyl-lysine; with virally co-expressed GCN5 acetyltransferase. inhibition, % at 15.6 µM. 0.17% of 350,000 active;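 active means every replicate shows inhibition of at least 40%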;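 further: 0% = neutral control wells and 100% = positive control wells; some results beyond the cut were filed as inactive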
# ARNT TACC3 PPI: disruptors of ARNT/TACC3 protein interaction, primary screen, biochemical, AlphaScreen, single concentration. Transforming acidic coiled-coil-containing protein 3 (Homo sapiens), Q9Y6A5. AlphaScreen His-ARNT PAS-B/GST-TACC3 binding, luminescence; TACC3 fragment carries E629A point mutation. inhibition, % at 9.99 µM. 0.66% of 390,000 active. AID 623870, 2012;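 active means mean inhibition of replicates at least 50% and at least half of replicates each reaching 50%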;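 further: 0% = complete ARNT plus TACC3 wells and 100% = ARNT alone without TACC3; many hits fall short of the cut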
# PAX8 inh HTS: inhibitors of PAX8-driven TPO luciferase reporter, primary screen, RMG-I cells, single concentration. inhibition, % at 12.6 µM. AID 652154, 2013. 1.2% of 360,000 active. SteadyGlo, 24 h;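 active means mean replicate inhibition at least 60% with every replicate also reaching 60%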;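 further: luciferase light reporting Pax8 driven TPO promoter activity; plate controls were median of neutral control wells for no effect and mitoxantrone controls for full effect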
# LGR2 antag: inhibitors of bursicon-induced LGR2 CRE-luciferase signal, primary screen, cell-based, HEK293, CRE-luciferase reporter, bursicon stimulation. Drosophila bursicon receptor LGR2 (rickets). bursicon-stimulated, 4 h. inhibition, % at 9.99 µM. 0.35% of 380,000 active;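 active means drop in luminescence signal, shown as inhibition above about 50% in the replicate tests, limit read from the data, passing the limit was not always enough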;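 further: agonist challenge used bursicon conditioned medium at about half maximal strength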
# C2C12 statin: suppressors of statin myotoxicity in C2C12 myotubes, primary screen, cell-based, single point, plate reader | 0.78% of 330,000 active | AID 602340, 2012 | C2C12 myotubes + simvastatin, ATP luminescence, 48 h; scaled: DMSO 0, geranylgeraniol control 100 | rescue of ATP level, % at 7.49 µM;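 active means mean ATP rescue above about 67%, or every replicate alone reaching that limit, limit read from the data, passing the limit was not always enough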;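 further: myotubes were challenged with 10 µM simvastatin during compound exposure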
# GSIS activator: GLuc luminescence reporter in INS-1E cells, primary screen for activators of glucose-dependent secretion of insulin. activation, % at 16.6 µM. 0.61% of 370,000 active. INS-1E GLuc reporter insulin secretion, 2-3 h. AID 743287, 2014;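 active means lowest replicate activation of at least 40%, so every replicate reaches that level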;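 further: 0% = median of neutral control wells and 100% = median of IBMX positive control wells; some compounds called inactive have numbers as strong as hits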
# Numbers without * were called inactive; x = no result given; & = joins results of further samples.
SMILES,Cneo AK release,PglD inh,PGC1a acetyl inh,ARNT TACC3 PPI,PAX8 inh HTS,LGR2 antag,C2C12 statin,GSIS activator
COc1ccc2c3c(n(C)c2c1)[C@@H](CO)N(S(C)(=O)=O)CC31CN(C(=O)c2ccccn2)C1,x,x,4,x,6,-10,x,3
Cc1cccc(C)c1NC(=O)NC1(C(=O)N2CCCC2)CCCCC1,0,7,x,-5,16,-5,1,8
O=C(Nc1ccc(Cl)cn1)C1CCCN1S(=O)(=O)c1cccc2ccccc12 (stereo not given),-5,-2,x,-4,x,x,1,x
CCCCN(C=O)c1c(CC)nc2c(OCCn3cccc3)cccn12,-1,4,4,x,-1,16,-3,-3
Cc1ccc(CN2CCN(Cc3cccc(OCCO)c3)CC2CCO)o1 (stereo not given),x,x,18,26,5,x,x,0
CSc1nc(O)c(C(c2ccc(C)cc2)c2c(O)nc(SC)[nH]c2=O)c(=O)[nH]1,-1,-10,x,19,4,-6,1,7
COc1cccc(C(NC(C)=O)c2nc(-c3cccc(C(C)C)c3)cs2)c1 (stereo not given),0,4,9,x,6,12,0,-13
Cc1cccc(S(=O)(=O)NC(=O)C2(C)CCN2C(=O)c2ccc(C3CCCCC3)cc2)c1 (stereo not given),-1,0,3,x,-5,-3,3,-5
CN1CCc2c(sc3nc(NN)n(-c4ccc(Cl)cc4)c(=O)c23)C1,-1,4,4,27,x,-18,-26,6
COc1ccc(-c2cnc3c(c2)C(=O)N([C@@H](C)CO)C[C@H](C)[C@H](CN(C)C(=O)Cc2ccccn2)O3)cc1,-1,-2,18,-1,x,14,12,10
COc1ccc(NC(=O)C2=C(C)Nc3nc(CCCO)nn3C2c2ccc(OC)c(OC)c2)cc1 (stereo not given),x,x,-6,0,3,-2,x,-9
Cc1ccc(S(=O)(=O)N2CCCC2CNC(=O)C(=O)NCc2ccc3c(c2)OCO3)cc1 (stereo not given),-1,3,-8,x,33,25,-4,x
O=C(N/C=C/n1cnc2cc(C(F)(F)F)ccc21)c1ccc(F)cc1,0,1,x,x,9,-2,-9,-5
C[C@H]1CN([C@@H](C)CO)C(=O)c2cccc(NC(=O)c3nc4ccccc4s3)c2O[C@H]1CN(C)C(=O)Nc1ccc(F)cc1,4&1,-1&0,-6&-4,-2&6,21,-11&0,-6,-34&-27
O=C(N/N=C/c1cccn1-c1ccc(O)cc1)c1cccc2ccccc12,1,0,-1,-5,8,-13,34,-5
CCC(=O)N1C[C@H](C)[C@@H](OC)CN(C)C(=O)c2cc(NC(=O)NC3CCCC3)ccc2OC[C@H]1C,x,x,-1,x,-7,11,x,8
C[C@@H]1CN([C@@H](C)CO)C(=O)c2cc(NC(=O)Nc3ccc(F)cc3)ccc2O[C@@H](C)CCCCO[C@H]1CN(C)Cc1ccc2c(c1)OCO2,4,-3,-7,11,3,21,-204,-19
O=C(NCc1ccccc1F)C1CCC(=O)N(Cc2ccc(Cl)cc2)C1 (stereo not given),1,0,-6,4,0,-11,-4,-12
C[C@@H](NC(=O)C(=O)c1c[nH]c2ccccc12)c1ccccc1,-2,12,-3,-26,x,x,0,x
COc1cc(C2NC(=O)NC(C)=C2C(=O)OCC2CCCCC2)ccc1O (stereo not given),-1,-1,x,2,-29,-1,19,-41
O=C(c1ccco1)N1CCC(c2nc3c(nnn3Cc3c(Cl)cccc3Cl)c(=O)[nH]2)CC1,3,1,x,4,29,4,14,16
CCOc1ccc(CC(=O)NCCc2cnc[nH]2)cc1,-3,-7,x,x,-3,5,-14,0
C=CC[C@@H](CC(=O)NCCO)C(=O)N[C@@H](COC(=O)[C@@H](CC=C)Cc1ccc(F)cc1)Cc1ccccc1,-3,3,-6,-28,8,10,10,-8
O=C(NC12CC3CC(CC(C3)C1)C2)N1CC2Cc3cccc(=O)n3C(C2)C1 (stereo not given),-1,1,8,-1,x,x,-5,x

# 6 compounds from above, sorted by length of the SMILES, low to high:
SMILES,Cneo AK release,PglD inh,PGC1a acetyl inh,ARNT TACC3 PPI,PAX8 inh HTS,LGR2 antag,C2C12 statin,GSIS activator
O=C(N/C=C/n1cnc2cc(C(F)(F)F)ccc21)c1ccc(F)cc1,0,1,x,x,9,-2,-9,-5
O=C(NC12CC3CC(CC(C3)C1)C2)N1CC2Cc3cccc(=O)n3C(C2)C1 (stereo not given),-1,1,8,-1,x,x,-5,x
CCC(=O)N1C[C@H](C)[C@@H](OC)CN(C)C(=O)c2cc(NC(=O)NC3CCCC3)ccc2OC[C@H]1C,x,x,-1,x,-7,11,x,8
C=CC[C@@H](CC(=O)NCCO)C(=O)N[C@@H](COC(=O)[C@@H](CC=C)Cc1ccc(F)cc1)Cc1ccccc1,-3,3,-6,-28,8,10,10,-8
C[C@H]1CN([C@@H](C)CO)C(=O)c2cccc(NC(=O)c3nc4ccccc4s3)c2O[C@H]1CN(C)C(=O)Nc1ccc(F)cc1,4&1,-1&0,-6&-4,-2&6,21,-11&0,-6,-34&-27
C[C@@H]1CN([C@@H](C)CO)C(=O)c2cc(NC(=O)Nc3ccc(F)cc3)ccc2O[C@@H](C)CCCCO[C@H]1CN(C)Cc1ccc2c(c1)OCO2,4,-3,-7,11,3,21,-204,-19

# (more compounds)
SMILES,Cneo AK release,PglD inh,PGC1a acetyl inh,ARNT TACC3 PPI,PAX8 inh HTS,LGR2 antag,C2C12 statin,GSIS activator
C[C@@H]1CN([C@@H](C)CO)C(=O)c2cc(NC(=O)Nc3ccc(F)cc3)ccc2O[C@@H]1CN(C)Cc1ccc2c(c1)OCO2,41,4,-11,1,3,2,-25,-4
CCCCn1c(SCC(=O)c2ccc3c(c2)OCCO3)nnc1-c1ccoc1C,4,-3,2,5,x,17,x,1
Cc1ccccc1C(=O)N1CCN(c2ccc(NC(=O)c3ccc4c(c3)OCO4)cc2)CC1,x,x,x,4,26,43,x,-20
CN(Cc1ccon1)C(=O)CC1C(=O)NCCN1Cc1cccc(Oc2ccccc2)c1 (stereo not given),15,-6,-5,2,4,-14,2,10
C[C@H]1CN([C@@H](C)CO)C(=O)c2ccccc2-c2ccccc2CO[C@@H]1CN(C)Cc1cccnc1,0,-1,2,-8,-2,9,-22,1
Cc1ccc(C)n1-c1nn(S(=O)(=O)c2cccc(C(F)(F)F)c2)c2cccc(F)c12,2,2,1,-4,-11,9,x,-14
CSc1nccc(-c2sc(SC)c(C#N)c2-c2ccccc2)n1,x,x,-12,-1,4,-4,x,3
CC(C)C(C(=O)Nc1ccc2c(c1)OCCOCCOCCOCCO2)N1C(=O)c2ccccc2C1=O (stereo not given),x,x,9,-7,-5,1,-4,-9
COc1cc([N+](=O)[O-])ccc1NC(=O)COC(=O)CCS(=O)(=O)c1ccc(C)cc1,-6,-1,x,-2,5,-13,-2,18
CCCNC(=O)C[C@@H]1CC[C@@H]2[C@@H](COc3ccc(NS(=O)(=O)CC)cc3C(=O)N2C)O1,-5,2,-2,-9,-8,26,2,1
O=S(=O)(c1cc(F)ccc1F)N1CCN(c2ncnc3ccccc23)CC1,-2,4,3,1,48,23,-50,-37
Cc1cnc(NC(=O)Cn2cnc3c2c(=O)n(C)c(=O)n3C)s1,0,4,3,-3,-3,7,-2,17
COc1cccc(N(CC(=O)NCc2ccco2)C(=O)CCC(=O)Nc2nccs2)c1,4,-7,-6,-1,15,-4,8,15
O=C(CSc1ncn(-c2ccccc2)n1)Nc1ccc2c(c1)OCCO2,3,1,-16,-7,x,x,101*,x
CNC[C@H]1OCCCC[C@@H](C)Oc2ccc(NC(=O)C3CCCCC3)cc2C(=O)N([C@@H](C)CO)C[C@@H]1C,-10,0,12,-2,-13,3,34,15
COc1ccc(/C=N/NC2=NS(=O)(=O)c3ccccc32)cc1OC,-7,-4,-13,17,-17,1,0,22
O=C(c1ccco1)N1CCN(C(=O)C2CCN(S(=O)(=O)c3cccc4nsnc34)CC2)CC1,-2,-6,5,x,8,11,x,x
Cc1ccc(-c2nn3c(C)nnc3s2)cc1NC(=O)COc1ccc(Cl)cc1,-1,5,-4,-1,-3,11,8,3
C[C@]12CS(=O)(=O)C[C@H]1SC(=S)N2c1ccccc1,x,x,x,0,-22,-14,-3,3
COC(CSc1ncnc2c1oc1nc3c(cc12)COC(C)(C)C3)OC,x,x,10,-9,-16,11,x,-4
CO[C@H]1CN(C)C(=O)c2ccc(NC(=O)c3cccc(F)c3)cc2OC[C@@H](C)N(CC2CC2)C[C@@H]1C,6,1,-20,-1,1,13,-20,1
Cc1cc(N2C(=O)C(O)=C(C(=O)c3cc4ccccc4o3)C2c2cccc(Br)c2)no1 (stereo not given),2,8,-6,-5,-8,-2,-4,3
O=C(CN(C(=O)CNC(=O)c1cccs1)c1ccccc1F)NC1CCCCC1,0,-12,-5,-2,3,-21,5,-2
CC(=O)CSc1nc(-c2ccccc2)c(-c2ccccc2)o1,-2,-4,x,-5,11,7,-2,18
C[C@@H]1CN([C@@H](C)CO)C(=O)Cc2cc(NC(=O)c3ccncc3)ccc2O[C@@H]1CN(C)C,-1,1,-1,-7,1,-4,9,8
O=C(c1ccc([N+](=O)[O-])o1)N1CCOCC1,x,x,-10,-2,35,17,x,-3
C=CCN1C(c2ccc(OCC)cc2)=CS/C1=C(\C#N)c1nnc2n1CCCCC2,3,5,-6,2,x,-21,-14,-59
CC(C)(c1ccccc1)c1ccc(OCC2CO2)cc1 (stereo not given),-4,1,-6,-2,-19,-5,-3,-5
Cc1cc(OCC(=O)NC2CC(C)(C)NC(C)(C)C2)c(C)cc1Br,8,-2,x,-5,13,1,-15,-7
C[C@@H]1CN([C@H](C)CO)C(=O)c2cc(NC(=O)c3ccncc3)ccc2O[C@H]1CN(C)Cc1ccc2c(c1)OCO2,-3,2,7,x,-2,-1,-9,1
COC(=O)[C@@H](Cc1ccccc1)NC(=O)/C=C/[C@H]1O[C@@H](n2cnc3c(NC(=O)c4ccccc4)ncnc32)[C@H](O)[C@@H]1O,0,-1,-12,x,-15,-13,-6,0
O=C(N[C@H]1/C=C\[C@@H](O)CCCC1)OCc1ccccc1,0,7,-10,x,-24,-47,8,0
COc1ccccc1C(=O)NCCNC(=O)c1ccc(C)nc1,15,14,1,-4,-5,5,1,5
Cc1cc(C(=O)N/N=C2\CC(=O)c3ccccc32)c(C)n1-c1ccccc1,x,x,x,10,8,-86,x,10
CC1(C)CC(=O)C2=C(C1)N(c1ccc(F)cc1)C(N)=C(C#N)C2c1cccs1 (stereo not given),0,-5,0,6,x,x,0,x
CC(C)(C)NC(=O)NC(=O)CN1C(=O)NC(c2ccccc2)(c2ccccc2)C1=O,1,2,x,-4,11,12,9,-7
Cc1cc(C(=O)Nc2cccc3c2O[C@H](CN(C)C(=O)Nc2c(C)noc2C)[C@@H](C)CN([C@H](C)CO)C3=O)n(C)n1,1,0,0,-6,x,-11,10,-4
CN(C)S(=O)(=O)c1ccc(S(=O)(=O)N(Cc2ccco2)Cc2ccccc2Cl)cc1,1,-10,9,-1,x,x,-62,x
O=C(N[C@H]1CC[C@@H](CCNC(=O)C2CCCCC2)O[C@@H]1CO)c1ccncc1,-1,-1,-1,-7,3,-2,-7,3
CN1c2ccccc2Oc2nnc(N3CCN(Cc4ccccc4)CC3)cc21,-1,-1,x,10,-95,-62,-13,-5
COCC(=O)Nc1ccc2c(c1)C(=O)N(C)[C@@H]1CC[C@@H](CC(=O)NCC3CC3)O[C@H]1CO2,-3,0,3,-14,6,8,-6,9
Cc1ccc(-c2csc(/C=C3\SC(C)C(=O)N3CC(=O)Nc3ccccc3F)n2)cc1 (stereo not given),3,-1,3,-4,-2,2,2,x
